From PubChem
Siah-1 displacement: Siah-1 peptide-binding antagonists, primary screen, biochemical, fluorescence polarization, rhodamine-plectin, uHTS (AID 1817); E3 ubiquitin-protein ligase SIAH1 (Homo sapiens); Siah-1 / rhodamine-plectin peptide fluorescence polarization; higher % means a stronger effect; one-dose displacement, % at 20 µM; IC50 in µM for titrated hits; hit rate 0.02% among 290,000;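 active = displacement of at least 50% at 20 µM, with a fluorescence ratio check between 0.3 and a set limit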;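 note: plate controls were Siah plus tracer with DMSO for no effect and tracer alone without Siah for full effect; strong numbers were not always called active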
NOD2 inhibition: NOD2 signaling inhibitors, cell-based, luminescence, uHTS, HEK293 (AID 1566); inhibition, % at 4 µM, or EC50 in µM where a hit was titrated; hit rate 0.63% among 290,000; HEK293 NOD2/NF-kB luciferase reporter, luminescence; higher % means a stronger effect; note: many of its hits are not listed in these tables
NOD1 inhibition: NOD1 signaling inhibitors, primary screen, cell-based, luminescence, uHTS (AID 1578); NOD1-driven NF-kB luciferase reporter cells, luminescence; higher % means a stronger effect; inhibition, % at 4 µM; hits with a dose series show EC50 in µM; hit rate 1% among 290,000; in the data active = inhibition mostly above about 36%, no sharp cut-off; inactive = mostly below about 34%;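 note: HEK-293T reporter cells stimulated with the NOD1 agonist gamma-tri-DAP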
HIV peptide binding: inhibitors of HIV fusion peptide binding, primary screen, biochemical, uHTS, fluorescence dequenching (AID 1986). cell-free peptide binding, fluorescence dequenching, 30 min; higher % means a stronger effect. one-dose inhibition, % at 20 µM; IC50 in µM for titrated hits. hit rate 0.3% among 290,000; in the data active = inhibition mostly above about 52%, no sharp cut-off; inactive = mostly below about 76%; note: some results filed as inactive read as strong as hits
KOR beta-arrestin-1: KOR agonists, beta-arrestin recruitment, primary screen, cell-based, luminescence, uHTS (AID 1777); hit rate 0.02% among 280,000; one-dose activation, % at 10 µM; EC50 in µM for titrated hits; KOR beta-arrestin recruitment, luminescence; higher % means a stronger effect; in the data active = activation above about 50%, passing the limit was not always enough; note: a part of the inactive calls stands beside numbers as strong as those of hits
Myeloid diff 2: induction of myeloid progenitor differentiation, primary screen, cell-based, flow cytometry, MLPCN library; ER-HoxA9 myeloid progenitors, lysozyme-GFP differentiation; calls only at 10 µM; hit rate 1% among 360,000; AID 624256, 2012;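 active = normalized GFP-positive differentiation at or above the plate's own cutoff, the solvent-only control mean plus 3 SD; inconclusive = no clear call, values can overlap the other calls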;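 note: cells exposed to compound for four days before flow analysis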
PhoP inhibition: inhibitors of PhoP regulon expression, primary screen, Salmonella Typhimurium, GFP reporter (AID 1863); inhibition, % at 50 µM; hits with a dose series show IC50 in µM; S. Typhimurium PhoP-regulated promoter GFP reporter, 4 h; higher % means a stronger effect; hit rate 0.16% among 300,000;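 active = inhibition over 29.93%, a cutoff 3 SD above the screen mean, later confirmed by dose response; inconclusive = inhibition over 29.93% but no dose response follow-up; inactive = inhibition at most 29.93% or unconfirmed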;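 note: 0% = low Mg2+ inducing control and 100% = high Mg2+ repressing control; strong numbers were not always called active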
KOR beta-arrestin-2: KOR antagonists, beta-arrestin recruitment, cell-based, luminescence, uHTS (AID 1778); KOR beta-arrestin recruitment, luminescence, antagonist mode; higher % means a stronger effect; one-dose inhibition, % at 10 µM; IC50 in µM for titrated hits; Kappa-type opioid receptor (Homo sapiens); hit rate 0.091% among 290,000; note: strong numbers were not always called active
LYP phosphatase: inhibitors of LYP phosphatase, biochemical, fluorescence intensity, uHTS (AID 1779); hit rate 0.054% among 290,000; one-dose inhibition, % at 11.5 µM; IC50 in µM for titrated hits; recombinant LYP phosphatase, fluorescence intensity; higher % means a stronger effect;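 note: plate controls were vehicle with enzyme for no effect and no enzyme for full effect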
Myeloid diff 2 GFP+ MAC1+ %: second read-out of Myeloid diff 2, no call of its own (marks repeat the call); GFP+ MAC1+ double positive, %; measured here: differentiation confirmed by MAC1 staining
* hit, by the source's call; i = inactive; ? = inconclusive; / = not tested or not shown; + = active, no number; [ ] = remark or other dose. Cut-off read from the data, not from the text of the source, unless noted: active = inhibition above about 50%; inactive = the rest.

| SMILES | Siah-1 displacement | NOD2 inhibition | NOD1 inhibition | HIV peptide binding | KOR beta-arrestin-1 | Myeloid diff 2 | Myeloid diff 2 GFP+ MAC1+ % | PhoP inhibition | KOR beta-arrestin-2 | LYP phosphatase |
| --- | --- | --- | --- | --- | --- | --- | --- | --- | --- | --- |
| O=C(CSc1nnnn1-c1ccccc1)NC(=O)NCc1ccco1 | 5% | 4% | -8% | 0.0% | 0.5% | i | 0.3 | -1% | -32% | -4% |
| CC(NCc1ccccc1Cl)C(=O)Nc1ccc(C#N)cc1 (stereo not given) | 12% | 11% | -16% | 0.6% | -2.1% | i | 1.1 | -1% | 9% | -8% |
| CCOc1ccc2[nH]c(=O)c(CN(Cc3ccco3)C(CC)c3nnnn3Cc3ccccc3)cc2c1 (stereo not given) | -1% | 20% | 12% | 0.3% | -0.5% | i | 1.2 | 6% | -16% | -5% |
| S=C(NCCc1ccccc1)Nc1cnc2ccccc2c1 | 2% | -127% | -69% | 0.2% | -1.3% | i | 0.2 | -2% | 4% | 5% |
| Cc1ccc(NC(=O)NCCCN2CCCC2=O)cc1 | -2% | 14% | -11% | -2.5% | -2.2% | i | 1.4 | -8% | 11% | -8% |
| CSc1nncc(-c2ccc(F)c(F)c2)n1 | -2% | 6% | 18% | -5.2% | -0.5% | i | 0.5 | -3% | -12% | -5% |
| Cn1nc(C(F)(F)F)c(C(=O)Nc2ccc(F)cc2F)c1Sc1cccc(C(F)(F)F)c1 | 0% | 10% | 14% | 0.6% | 2.4% | i | 1.9 | 1% | 10% | -2% |
| CC(C)(C)NC(=O)COC(=O)c1cc(Cl)ccc1[N+](=O)[O-] | 0% | -13% | 4% | -2.8% | 1.0% | i | 0.1 | -8% | -4% | -8% |
| CC(C)NCCCCOc1ccccc1-c1ccccc1 | -5% | -2% | 14% | 7.1% | -0.4% | / | / | 3% | 10% | -10% |
| Cc1ccc(NC(=O)CCc2nnc3ccc(N4CCOCC4)nn23)cc1C | 9% | 4% | -14% | -1.2% | -7.4% | i | 3.4 | / | 6%[20 µM] | -9% |
| Nc1nc(CN2CCN(c3ccccc3)CC2)nc(N2CCCc3ccccc32)n1 | 2% | 9% | 8% | -3.2% | -2.5% | i | 1.4 | -14% | -18% | -3% |
| Cc1ccccc1NC(=O)/C(=C/c1ccccc1)c1ccccc1 | -3% | 15% | 23% | -2.4% | -2.1% | i | 0.7 | -5% | 34% | 1% |
| O=C(NCc1ccccc1Cl)C1CCN(C(=O)c2ccco2)CC1 | -2% | 5% | -18% | -0.2% | -2.4% | / | / | 9% | -8% | -6% |
| Cc1cc(C(F)F)n2nc(C(=O)Nc3sc4c(c3C#N)CCC(C)C4)nc2n1 (stereo not given) | 2% | 24% | 13% | 2.3% | 6.3% | i | 2.3 | -14% | -7% | 8% |
| CCC1=C([N+](=O)[O-])C(c2ccc3c(c2)OCO3)NC(=O)N1 (stereo not given) | 2% | 8% | -32% | -1.4% | -1.5% | i | 0.7 | -3% | -33%[20 µM] | -9% |
| CCOC(=O)c1c(C)[nH]c(C)c1C(=O)CSc1nc(N)cc(=O)[nH]1 | 3% | 11% | -11% | 2.1% | -3.2% | i | 1.2 | 6% | 24% | -4% |
| CCn1c(/C=N/c2nc3ccccc3n2C)nc2ccccc21 | -3% | 9% | -1% | 0.9% | -2.8% | / | / | 9% | 20% | -16% |
| O=C(CCCN1C(=O)c2ccccc2C1=O)Nc1c(C(=O)C2CC2)oc2ccccc12 | -2% | 17% | -11% | -1.0% | -2.4% | i | 2.3 | 6% | 20% | -6% |
| Cc1ccc(S(=O)(=O)N2CCC(C(=O)NC3CC(C)(C)NC(C)(C)C3)CC2)cc1C | -1% | 8% | -5% | 0.3% | 3.2% | i | 4.1 | -2% | -21% | -9% |
| CC1CCC2(CC1)N=C(N)Nc1nc3ccccc3n12 (stereo not given) | 0% | 6% | -1% | 21% | 1.1% | i | 1.1 | 14% | 30% | 1% |
| CC(C(=O)O)N1C(=O)/C(=C/c2cccn2C)SC1=S (stereo not given) | 1% | 13% | 11% | 30% | -2.6% | i | 0.6 | 0% | 9% | -10% |
| CCc1cc(=O)oc2c(C)c(OCC(=O)N3CCCc4ccccc43)ccc12 | 2% | 25% | 4% | 0.4% | -2.8% | i | 1.7 | -1% | -36% | -5% |
| CCOC(=O)C1CCCN(C(=O)CCCOc2cc(=O)n(C)c3ccccc23)C1 (stereo not given) | 3% | 9% | / | -0.9% | 0.5% | i | 1.3 | 0% | -9% | -2% |
| COc1cccc(C2C(C(N)=O)=C(C)Nc3nc(-c4ccccc4Cl)nn32)c1 (stereo not given) | 0% | 0% | -24% | -2.4% | -0.5% | i | 1.7 | 11% | -50% | 1% |
| Cc1cc(C)c(S(=O)(=O)NCc2cn3ccccc3n2)c(C)c1 | 9% | 8% | -21% | 0.9% | -0.3% | ? | / | 0% | -8% | -5% |
| CN(C)c1ccnc(NCc2ccccc2)c1C#N | -5% | 0% | 10% | -1.0% | 2.5% | i | 0.3 | 6% | -24% | -10% |
| O=C(Nc1ccc(F)cc1)N1CCN(c2ncccn2)CC1 | 11% | 1% | -18% | 1.5% | / | i | 0.4 | / | -9%[20 µM] | -7% |
| COc1ccc(-c2nc(CN3CCN(Cc4cccc(F)c4)CC3)c(C)o2)cc1 | 14% | 6% | -12% | 1.4% | -5.1% | i | 0.6 | 0% | -43%[20 µM] | -4% |
| O=C(CN1CCOCCOCCOCCOCC1)Nc1ccccc1 | 22% | -4% | -34% | 0.5% | -1.6% | i | 7.3 | 1% | -28% | -1% |
| CCOc1ccc(S(=O)(=O)Nc2cccc(C(=O)N(C)Cc3cccc(OC)c3OC)c2)cc1 | -3% | 8% | 4% | -1.1% | 0.4% | i | 0.0 | 5% | -11% | -10% |
| Cc1ccccc1Oc1ccc(NC(=O)C2CC=CCC2C(=O)O)cc1 (stereo not given) | 4% | 0% | -32% | -0.2% | -2.3% | i | 0.7 | -3% | -10% | 1% |
| CC(=O)NN1C(=O)/C(=C\c2ccc(Cl)cc2)SC1=S | -2% | 22% | -19% | 0.4% | / | i | 0.1 | -2% | -58%[20 µM] | -2% |
| Cc1nc([N+](=O)[O-])cn1-c1nc2ccccn2c1[N+](=O)[O-] | 2% | 24% | -2% | 1.2% | -0.2% | i | 0.6 | 0% | -8% | -1% |
| CC(C)(Cc1ccc(O)cc1)NC(=O)CC(=O)N/N=C/c1ccc([N+](=O)[O-])cc1 | -4% | -11% | -26% | -3.9% | -2.8% | i | 0.4 | -6% | -38%[20 µM] | -1% |
| CCCCN1CNC(=S)N(CCc2ccc(OCC)c(OCC)c2)C1 | 4% | -19% | -7% | -1.1% | 0.7% | i | 0.1 | -12% | 30% | -2% |
| Cn1ncc(Cl)c1C(=O)N1CCN(c2ccc(Cl)c(Cl)c2)CC1 | 2% | 23% | -4% | -1.8% | 2.8% | i | 1.5 | -6% | 11% | -9% |
| N=c1c(S(=O)(=O)c2ccc(Br)cc2)cc2c(=O)n3ccccc3nc2n1C1CCCC1 | -2% | -8% | -4% | 3.9% | -0.8% | i | 0.0 | -17% | -4% | 2% |
| O=C(Oc1cccc(NC(=O)c2ccco2)c1)c1cccc(S(=O)(=O)N2CCCCC2)c1 | 0% | 0% | 3% | 0.5% | -1.6% | i | 0.5 | 15% | -9% | -3% |
| O=C(COC(=O)C1CCN(S(=O)(=O)c2cccs2)CC1)Nc1ccccc1Br | 7% | -4% | -27% | -0.9% | -6.2% | i | 0.6 | -7% | 28% | 0% |
| COc1ccc(OC)c(N2C(=O)CC(C(C)c3ccccc3)C2=O)c1 (stereo not given) | 2% | 10% | -17% | -2.0% | 4.6% | i | 0.5 | -17% | -13% | -9% |
| COC(=O)C(C)N(C#N)c1nc(NC(C)C)nc(SC)n1 (stereo not given) | 3% | 5% | -6% | 0.0% | -0.3% | i | 0.5 | -2% | 11% | -11% |
| COC(=O)/C=C1\S/C(=N/N=C/c2ccco2)NC1=O | -3% | -10% | -17% | 18% | 14% | i | 0.5 | 2% | -18% | 6% |
| CC(C)N(Cc1ccc(F)cc1)C(=O)c1cc2ccccc2oc1=O | -2% | -12% | -23% | -0.6% | 1.9% | i | 0.6 | 5% | 3% | -5% |
| Cc1sc2nc(CSc3ncn[nH]3)[nH]c(=O)c2c1C | -2% | 12% | 22% | -1.0% | -4.8% | i | 0.1 | -4% | 18% | 0% |
| CC1CCCCC1NC(=O)Cn1nnc2ccccc2c1=O (stereo not given) | -2% | 0% | -28% | -0.3% | 3.9% | i | 0.2 | -8% | 0% | -2% |
| CCS(=O)(=O)C1=NN2C(=N)/C(=C\c3ccc(OS(=O)(=O)c4ccccc4)cc3)C(=O)N=C2S1 | -2% | 10% | 12% | 39% | -9.8% | i | 0.0 | 5% | 4% | -2% |
| O=C(CSc1nnc(-c2ccco2)n1Cc1ccccc1)c1ccc(F)cc1 | 2% | -7% | -3% | -2.8% | 1.5% | i | 5.2 | 3% | -16% | -4% |
| Cc1ccc(-c2nnc(SCC(=O)CC(=O)Nc3ccccc3)n2-c2ccccc2)cc1 | -1% | 1% | 46% | 11% | 3.8% | i | 1.0 | -11% | -30% | 4% |
| O=C(CSc1nnc(-c2ccccn2)n1Cc1ccccc1)Nc1ccc2c(c1)OCO2 | 2% | 9% | -32% | 0.4% | 19% | i | 1.5 | -8% | 15% | 1% |
| COc1ccc(/C=C2\N=C(C)OC2=O)cc1OC | -5% | 11% | 6% | 0.7% | -6.8% | + | 2.5* | 20% | -8% | -10% |

Continuation:
| SMILES | Siah-1 displacement | NOD2 inhibition | NOD1 inhibition | HIV peptide binding | KOR beta-arrestin-1 | Myeloid diff 2 | Myeloid diff 2 GFP+ MAC1+ % | PhoP inhibition | KOR beta-arrestin-2 | LYP phosphatase |
| --- | --- | --- | --- | --- | --- | --- | --- | --- | --- | --- |
| COCC(=O)Nc1ccc(S(=O)(=O)N2CCCC2)cc1 | -2% | -6% | 12% | -2.4% | -1.0% | i | 0.4 | 4% | 38% | -10% |
| Cc1nnc(SCc2nnc(-c3cccs3)o2)n1C | 2% | 11% | -3% | -0.9% | 4.6% | i | 0.7 | 2% | -18% | -6% |
| CC(=O)OC(Cn1ccnc1)c1ccccc1 (stereo not given) | 2% | 9% | -8% | -3.5% | -2.7% | i | 0.2 | 8% | 6% | -9% |
| Cc1cc(C)c2c(CN3CCN(C/C=C/c4ccccc4)CC3)cc(=O)oc2c1 | 0% | -6% | -16% | -0.7% | 2.2% | i | 0.2 | 19% | 13% | 5% |
| O=C(Cc1ccccc1)Nc1ccccc1N1CCOCC1 | -3% | -6% | 12% | -0.4% | 6.7% | i | 1.1 | 6% | -6% | -1% |
| CCC(CC)c1nnc(NC(=O)Cc2cccs2)s1 | 0% | 12% | -47% | 3.9% | -1.7% | i | 0.2 | 0% | -13% | -5% |

The list is partial (hit frequency here may not be typical).
